# From PubChem BioAssay
# KCNQ1 inh = human KCNQ1 channel inhibition; 1.3% of 310,000 active; AID 2642; B-score at 10 µM; CHO-K1 KCNQ1, FluxOR thallium flux fluorescence; stronger effect = higher value; P51787;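 active = compounds whose thallium flux B-score, printed positive for inhibition, exceeds three library SD while starting fluorescence stays within three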;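 note: channel opened by potassium depolarization with thallium stimulus after 20 min compound exposure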
# GSK3beta inhib = inhibitors of human GSK3beta kinase; P49841; GST-GSK3beta kinase, ADP-Glo luminescence, 60 min; stronger effect = lower value; 0.038% of 300,000 active; activity score (negative = inhibition), % at 10 µM;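 active = more than half of replicate wells score below -50%, meaning over 50% inhibition versus plate controls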;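 note: 0% = median DMSO wells and -100% = median GW8510 positive control wells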
# Target sequence (P49841 whole entry, looked up): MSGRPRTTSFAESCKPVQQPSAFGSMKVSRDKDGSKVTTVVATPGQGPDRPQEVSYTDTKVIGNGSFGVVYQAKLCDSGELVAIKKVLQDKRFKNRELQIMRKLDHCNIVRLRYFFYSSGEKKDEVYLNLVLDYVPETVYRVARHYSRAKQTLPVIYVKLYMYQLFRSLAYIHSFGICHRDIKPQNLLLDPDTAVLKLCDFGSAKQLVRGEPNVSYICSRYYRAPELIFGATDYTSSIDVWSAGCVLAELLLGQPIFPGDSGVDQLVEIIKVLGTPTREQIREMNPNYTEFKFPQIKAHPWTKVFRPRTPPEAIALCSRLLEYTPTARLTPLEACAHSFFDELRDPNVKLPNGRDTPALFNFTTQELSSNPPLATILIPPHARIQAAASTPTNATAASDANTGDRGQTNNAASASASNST
#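 Test system: GST-tagged human GSK3beta kinase, cell-free; evaluation: activity score scaled between in-plate DMSO and GW8510 controls; measured by: ADP-Glo luminescence; incubation: 60 min reaction, RT; benchmarks: DMSO and 20 µM GW8510; reagent: peptide substrate plus 25 µM ATP (final); medium: Tris/MgCl2 kinase buffer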
# RGS4 block = human RGS4 inhibition; P49798; HEK293 M3R/RGS4 inducible, Fluo-4 calcium flux; stronger effect = higher value; triggered by carbachol at its EC20; B-score at 10 µM; 0.45% of 310,000 active;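 active = B-score, a plate-corrected calcium signal, over three deviations above library mean, with baseline fluorescence within five deviations of library mean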;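 note: RGS4 expression induced by doxycycline in cells with stable M3 receptor; B-score is computed from the integrated fluorescence ratio over baseline after carbachol; higher B-score means a larger calcium signal and so more RGS4 inhibition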
# Target sequence (P49798 whole entry, looked up): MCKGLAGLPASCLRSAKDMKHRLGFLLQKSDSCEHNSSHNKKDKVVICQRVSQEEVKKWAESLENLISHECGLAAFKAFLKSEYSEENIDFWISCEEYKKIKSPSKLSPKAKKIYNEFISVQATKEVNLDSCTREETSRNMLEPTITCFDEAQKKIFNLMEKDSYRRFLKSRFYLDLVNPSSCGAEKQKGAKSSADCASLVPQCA
# KCNK3 block = human KCNK3 channel inhibition, primary screen; O14649; CHO-KCNK3 thallium flux, FluxOR fluorescence; stronger effect = lower value; B-score at 10 µM; 0.84% of 340,000 active;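 active = B-score under library mean minus 4 SD, starting fluorescence ratio at most library mean plus 5 SD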;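 note: more negative B-score means stronger inhibition of thallium flux through KCNK3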
# hERG protect = shields human hERG channel from block by proarrhythmic agents; CHO-hERG, FluxOR thallium flux, dofetilide IC70 present; activation (rescue from dofetilide block), less the hit threshold, % at 10 µM; Q12809; 0.51% of 310,000 active; AID 1511;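 active = activation above the mean of controls blocked by dofetilide plus 5 SD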;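 note: thallium influx through hERG after potassium depolarization seen as dye fluorescence rise; in these data hits start at about 4.7%; inactives centre near -7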
# RGS4 pot = potentiators or activators of RGS4 | HEK293 M3R/inducible RGS4, carbachol calcium flux Fluo4; stronger effect = lower value | B-score at 10 µM | 0.92% of 310,000 active | AID 463111;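 active = B-score of the integrated calcium signal more than 4 SD below the library mean, with starting fluorescence not abnormally high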;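 note: negative B-score means reduced calcium response which marks RGS4 activation or potentiation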
#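 Detection: kinetic calcium fluorescence imaging with Fluo4-AM dye, 2 µM / Material: HEK293 cells with stable M3R and inducible RGS4 / Schedule: recording 10 s baseline at 1 Hz, 100 s post-agonist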
# DYRK1A inh = Dyrk1A (rat) kinase inhibition; Q63470; ADP-Glo luminescence, NFATc1 peptide; inhibition, % at 12.5 µM; 0.43% of 310,000 active; in the data active = inhibition above about 50%;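 note: plate controls were vehicle with enzyme for no effect and no enzyme for full effect; many of its hits are not listed in these tables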
# GSK3 alpha inh = blocks human GSK-3 alpha kinase; P49840; ADP-Glo luminescence, 60 min; inhibition, % at 10 µM; 0.1% of 320,000 active; AID 2650;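 in the data active = inhibition above about 50%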;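 note: GST-tagged GSK-3 alpha with peptide substrate and 25 µM ATP; 0% = DMSO neutral wells and 100% = GW8510 positive control wells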
# Target sequence (P49840 whole entry, looked up): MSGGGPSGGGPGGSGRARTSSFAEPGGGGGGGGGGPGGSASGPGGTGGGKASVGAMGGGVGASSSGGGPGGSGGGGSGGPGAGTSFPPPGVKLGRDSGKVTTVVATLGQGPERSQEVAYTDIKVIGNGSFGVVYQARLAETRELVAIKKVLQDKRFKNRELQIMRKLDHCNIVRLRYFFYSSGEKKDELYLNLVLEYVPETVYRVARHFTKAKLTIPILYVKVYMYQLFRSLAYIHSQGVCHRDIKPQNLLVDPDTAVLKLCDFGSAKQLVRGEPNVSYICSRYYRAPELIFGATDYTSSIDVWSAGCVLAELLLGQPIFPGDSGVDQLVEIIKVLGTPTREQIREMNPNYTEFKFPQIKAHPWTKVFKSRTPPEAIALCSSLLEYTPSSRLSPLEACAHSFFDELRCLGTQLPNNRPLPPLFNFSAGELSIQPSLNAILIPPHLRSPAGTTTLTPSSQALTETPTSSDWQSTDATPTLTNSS
# KCNK9 inh = human KCNK9 channel inhibition. HEK293 KCNK9, FluxOR thallium flux fluorescence; stronger effect = lower value. B-score at 10 µM. 1.2% of 310,000 active. AID 488922;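 active = ratio B-score over 3 SD below the library mean, with starting fluorescence within 5 SD of its mean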;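 note: negative B-score means less thallium flux so channel inhibition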
# PolyA inhibitor = yeast polyadenylation inhibition. S. cerevisiae SKY197-pL101 polyadenylation reporter, beta-gal luminescence; efflux-impaired pdr1/pdr3 knockout yeast; score 100 = 6 SD above DMSO. calls only at 12 µM. 0.02% of 300,000 active. AID 1875;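 active = lowest replicate activity score at least 50, where 100 means six control SD above control mean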;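 note: yeast exposed to compound for 9 h at 30 °C; higher score means more reporter readthrough which indicates perturbed polyadenylation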
# KCNQ1 act = human KCNQ1 channel potentiation or activation. P51787. CHO-K1 KCNQ1, thallium flux FluxOR fluorescence; stronger effect = higher value. B-score at 10 µM. 0.35% of 310,000 active. AID 2648;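 active = fluorescence ratio B-score, a plate-corrected score, at least three library SD, with initial intensity B-score within 5 SD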
#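 Assay system: CHO-K1 cells stably expressing KCNQ1; Medium: assay buffer with matched DMSO; Also added: K+/Tl+ depolarizing stimulus; Dosing: single dose; Timing: dye 90 min, compound 20 min, room temperature; Measured by: kinetic FluxOR thallium fluorescence, 10-s 1-Hz baseline, 110-s post-stimulus read; Read-out: peak-minus-minimum fluorescence over initial fluorescence, negative-control normalized, B-scored.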
# The depositor's hits bear a star; i = inactive; . = no result given.
# Values run as follows: KCNQ1 inh	GSK3beta inhib	RGS4 block	KCNK3 block	hERG protect	RGS4 pot	DYRK1A inh	GSK3 alpha inh	KCNK9 inh	PolyA inhibitor	KCNQ1 act
Cc1oc2ccc(OCc3ccc(Cl)cc3)cc2c1C(=O)O
 : i	4	i	i	-7	i	-3	-5	i	i	i
O=C(N/C(=C\c1ccc(O)cc1)C(=O)N1CCCCC1)c1ccccc1
 : i	-3	i	i	-20	i	10	1	i	i	i
COc1ccc(Oc2ncnc3sccc23)cc1
 : i	-3	i	i	-11	i	.	0	i	i	i
O=C(c1ccco1)N1CCN(C(=O)C2CCCc3c2[nH]c2ccc(Cl)cc32)CC1 (stereo not drawn)
 : i	-2	i	i	-5	i	4	-6	i	i	i
CCC(Oc1ccccc1)C(=O)Nc1ccsc1C(=O)OC (stereo not drawn)
 : i	-1	i	i	-7	i	-6	-3	i	i	i
CC(C)(C)N1C(=O)[C@H]2[C@@H](c3ccc(Br)cc3)N3C(=O)N(c4cccc(Cl)c4)C(=O)[C@@]3(Cc3ccccc3)[C@H]2C1=O
 : i	-1	i	i	-5	i	6	-3	-8.4*	i	i
COc1ccc(/C=N/n2c(C)nc3sc(C)c(C)c3c2=O)cc1
 : i	-2	i	i	-13	i	.	-5	i	i	i
Cc1nnc(NC(=O)CSc2nnc(-c3ccc(S(=O)(=O)N4CCCC4)cc3)n2C)s1
 : i	-1	i	i	-11	i	-3	0	i	i	i
CCN(CC)C(=O)CSc1nnc(-c2ccc(S(=O)(=O)N3CCCC3)cc2)o1
 : i	2	i	i	-18	i	0	-4	i	i	i
COC(=O)C1=C(C)NC(C)=C(C(=O)OC)C1c1ccco1
 : i	1	i	i	-5	i	0	-2	i	i	i
Cc1cc2c(cc1C)/C(=N/NC(=O)c1ccccn1)CCC2
 : i	-10	i	i	-2	i	.	-2	i	i	i
O=C(NCC(=O)N1CCCCCC1)c1ccc(OC(F)F)cc1
 : i	1	i	i	-8	i	2	-4	i	i	i
c1ccc2c(c1)oc1c(Nc3ccc4c(c3)OCCO4)ncnc12
 : i	4	i	i	-10	i	-5	-2	i	i	i
COC(=O)C1(C#N)C(c2ccccc2)C1(C(=O)OC)C(=O)OC (stereo not drawn)
 : i	2	i	i	-1	i	3	26	i	i	i
Cc1cc(NCC(C)C)n2ncnc2n1
 : i	1	i	i	-6	i	-3	0	i	i	i
CCOCCNC(=O)c1ccc2c3c(cccc13)CC2
 : i	2	i	i	-4	i	0	-1	i	i	i
CCc1noc(C)c1C(=O)Nc1nc(-c2ccc(F)cc2)c(C)s1
 : i	-3	i	i	-9	i	5	-2	i	i	i
CCOc1ncccc1C(=O)OCC(=O)c1ccc(OC)c(OC)c1
 : i	1	i	i	-14	i	-3	-4	i	i	i
Cc1nn(CC(=O)Nc2ccc(Cl)cc2Cl)c(=O)c2ccccc12
 : i	0	i	i	-4	i	0	1	i	i	i
O=S(=O)(Nc1cccnc1Cl)c1ccc2c(c1)OCCO2
 : i	6	i	i	-4	i	4	-2	i	i	i
Cc1cc(C)c(C(=O)COC(=O)CNC(=O)c2ccccc2C)c(C)c1
 : i	-2	i	i	-7	i	15	-3	i	i	i
CC(C(=O)NN)n1nnc(N2CCOCC2)n1 (stereo not drawn)
 : i	-1	i	i	0	i	-2	-1	i	i	i
CCc1ccc(NC(=O)CSc2nnc(CC)c(CC)n2)cc1
 : i	-8	i	i	-4	i	-2	-2	i	i	i
COc1ccc(C)cc1S(=O)(=O)N1CCCCC1
 : i	4	i	i	-9	i	-1	2	i	i	i
OCC1CCCCN1C(=S)Nc1cccc(Cl)c1 (stereo not drawn)
 : i	2	i	i	-11	i	3	0	i	i	i
Cc1ccc(NC(NC(=O)c2ccccc2[N+](=O)[O-])C(Cl)(Cl)Cl)cc1 (stereo not drawn)
 : i	4	i	i	-16	i	-11	-3	i	i	i
COc1ccc(S(=O)(=O)N(C)CC(=O)Nc2ccc3c(c2)OCCO3)cc1
 : i	-1	i	i	-9	i	-10	.	i	i	i
Fc1ccc(NC(=S)Nc2ccc(F)c(Cl)c2)cc1Cl
 : 13*	3	i	-9.2*	-34	i	3	2	-6.7*	i	i
O=C(COc1cccc(F)c1)Nc1ccc2[nH]c(=O)[nH]c2c1
 : i	4	i	i	-13	i	12	-1	i	i	i
O=C(NCc1cccs1)C(=O)c1c[nH]c2ccccc12
 : i	6	i	i	-8	i	9	.	i	i	i
COc1ccc(-c2cc3c(=O)n(CC(=O)NCc4ccc(C)cc4)ncn3n2)cc1
 : i	1	i	i	-7	i	5	0	i	i	i
CCOc1ccc(N=c2cc(-c3ccc(OC)cc3)oc3ccccc23)cc1
 : i	0	i	i	-13	i	-5	0	i	i	i
Cc1nnc(SCC(=O)N(C)CC(=O)Nc2ccc(F)cc2)n1Cc1ccccc1
 : i	1	i	i	-2	i	-6	1	i	i	i
Nc1c(C(=O)c2ccc(F)cc2)oc2ccccc12
 : i	3	i	i	-10	i	0	-2	i	i	i
CCOC(=O)c1cc(-c2ccccc2)sc1NC(=O)C(C)(C)C
 : i	-1	i	i	-6	i	-6	-7	i	i	i
CCN(CC)c1ccc(S(=O)(=O)N2CCOCC2)cc1NC(=O)CSc1nnc(N)s1
 : i	0	i	i	-8	i	9	-1	i	i	i
CCCc1nc(N)sc1C(=O)OCC
 : i	0	i	i	-7	i	4	6	i	i	i
C=CCSC1=C(C#N)C(c2ccccc2OCC)C(C#N)C(=O)N1 (stereo not drawn)
 : i	0	i	i	-6	i	3	-1	i	i	i
CSc1ncc(C(=O)Nc2cc(C)ccc2C)c(C)n1
 : i	1	i	i	-2	i	-1	-2	i	i	i
CC1CCCCN1Cc1c(O)ccc2c(=O)c(-c3ccc(Cl)cc3Cl)coc12 (stereo not drawn)
 : i	2	i	i	-4	i	-2	-2	i	i	i
Cc1ccc(NC(=O)Cn2c(O)c(N=NC(N)=O)c3ccccc32)cc1
 : i	3	i	i	-14	i	3	-2	i	i	i
CC(C)CC(=O)Nc1ccc(C(=O)COC(=O)C2CCC2)cc1
 : i	2	i	i	-11	i	4	-2	i	i	i
CCN1C(Nc2ccccc2)=NC[C@@H]1CC(C)C
 : i	-1	i	i	0	i	-3	-2	i	i	i
Cc1ccc(C)c(N(CC(=O)NC2CCCC2)C(=O)c2cc3cc4cc(C)ccc4nc3s2)c1
 : i	0	i	i	-4	i	10	-2	i	i	i
O=S(=O)(NCCCN1CCN(c2ccccc2F)CC1)c1cccc2cccnc12
 : i	5	i	i	-4	i	2	-1	i	i	i
CCC(C(=O)NC(C)CCc1ccco1)n1nc(C)n2c(cc3occc32)c1=O (stereo not drawn)
 : i	-5	i	i	-2	i	5	.	i	i	i
S=c1[nH]nc(C23CC4CC(CC(C4)C2)C3)n1Cc1ccco1
 : i	-3	i	i	-7	i	1	1	i	i	i
COc1ccc2nc(Nc3nc(CSc4ccc(C)cc4)cc(=O)[nH]3)nc(C)c2c1
 : i	-2	i	i	-6	i	-4	-2	i	i	i
CCN(CC)CCN1C(=O)C2C(C(=O)Nc3cccc(C)c3)C3C=CC2(O3)C1C(=O)NC1CCCC(C)C1C (stereo not drawn)
 : i	0	i	i	-11	i	-4	0	i	i	i
O=C(Nc1ccc(-c2csc(Nc3ccccc3)n2)cc1)c1cc([N+](=O)[O-])cc(C(F)(F)F)c1
 : i	-1	i	i	-25	i	3	-1	i	i	i
COc1cccc(N2C(=O)CC(N3CCN(S(=O)(=O)c4ccccc4)CC3)C2=O)c1 (stereo not drawn)
 : i	3	i	i	1	i	-4	-1	i	i	i
COc1c(Cl)cc(Cl)cc1CNCCNCCO
 : i	-1	i	i	-8	i	-5	0	i	i	i
O=c1oc2ccccc2cc1-c1csc(Nc2nc3ccc(F)cc3s2)n1
 : i	6	i	.	-11	i	.	-3	i	i	i
Cc1cccc(C(=O)NC(=S)Nc2ccc(S(=O)(=O)N3CCN(C)CC3)cc2)c1
 : i	1	i	i	-14	i	8	-5	i	i	i
CC(C)(C)c1cc(CSC(=S)NC2CCS(=O)(=O)C2)c(Br)c(C(C)(C)C)c1 (stereo not drawn)
 : i	-2	i	i	-10	i	-1	0	i	i	i
Cc1nonc1OCCN1CCN(c2ccccc2[N+](=O)[O-])CC1
 : i	2	i	i	-3	i	1	-1	i	i	i
O=C(NCCC1=CCCCC1)Nc1ccc2nsnc2c1
 : i	1	i	i	-12	i	-3	1	i	i	i
Oc1c(C=C2N=c3ccccc3=N2)sc(=S)n1-c1ccc2ccccc2c1
 : i	2	i	i	-6	i	3	3	i	i	i
COC(=O)c1c(NC(=O)CCCC(=O)O)sc2c1CCC2
 : i	-1	i	i	-8	i	10	-1	i	i	i
CC1(C)Cc2c(sc(NC(=O)C(=O)NCC3CCCO3)c2C(N)=O)CO1 (stereo not drawn)
 : i	-2	i	i	-13	i	.	1	i	i	i

# (further entries)
# Values run as follows: KCNQ1 inh	GSK3beta inhib	RGS4 block	KCNK3 block	hERG protect	RGS4 pot	DYRK1A inh	GSK3 alpha inh	KCNK9 inh	PolyA inhibitor	KCNQ1 act
CC1(C(=O)NCC2CCCO2)Oc2cccnc2NC1=O (stereo not drawn)
 : i	0	i	i	-6	i	.	-3	i	i	i
Cc1cc(=O)oc2cc(OC(=O)C3CCN(C(=O)c4ccc(F)cc4)CC3)ccc12
 : i	-4	i	i	-11	i	8	2	i	i	i
O=C(COC(=O)Cc1ccccc1F)Nc1cccc(F)c1
 : i	-1	i	i	-6	i	.	-8	i	i	i
CCC(=O)Nc1cc(-c2cc3ccccc3oc2=O)ccc1OC
 : i	-1	i	i	-16	i	0	-1	i	i	i
CCCNC(=O)Cn1c(-c2ccc(F)cc2)cc(C(=O)OCC)c1C
 : i	0	i	i	-11	i	1	-2	i	i	i
CCCS(=O)(=O)N1CCCC(C(=O)NCCN2CCOCC2)C1 (stereo not drawn)
 : i	2	i	i	-4	i	-7	-1	i	i	i
COc1ccc(OC)c(N(C)S(=O)(=O)c2ccc3c(c2)N(C(C)=O)CCO3)c1
 : i	1	i	i	-6	i	7	-2	i	i	i
Cn1c(=O)n(C)c2cc(N3CCCC3)c(NC(=O)c3cccc(F)c3)cc21
 : i	0	i	i	-4	i	4	-1	i	i	i

# The list is partial. The share of hits here may be higher or lower than overall.
